Source: PubChem (Broad Institute)
LGR2 inh = inhibitors of bursicon-induced LGR2 CRE-luciferase signal, primary screen, cell-based, HEK293, CRE-luciferase reporter, bursicon stimulation | 380,000 compounds, 0.35% hits | AID 720647, 2013 | inhibition, % at 9.99 µM | bursicon-stimulated, 4 h;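 active = drop in luminescence signal, shown as inhibition above about 50% in the replicate tests, limit read from the data, passing the limit was not always enough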;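 note: agonist challenge used bursicon conditioned medium at about half maximal strength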
PGC1a acetyl inh = inhibitors of PGC1a acetylation signal, primary screen, cell-based, U2OS, AlphaScreen, inhibitor mode; AlphaScreen anti-acetyl-lysine; with virally co-expressed GCN5 acetyltransferase; inhibition, % at 15.6 µM; 350,000 compounds, 0.17% hits;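 active = every replicate shows inhibition of at least 40%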;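 note: 0% = neutral control wells and 100% = positive control wells; some results beyond the cut were filed as inactive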
ARNT-TACC3 inh = disruptors of ARNT/TACC3 protein interaction, primary screen, biochemical, AlphaScreen, single concentration; inhibition, % at 9.99 µM; Transforming acidic coiled-coil-containing protein 3 (Homo sapiens), Q9Y6A5; 390,000 compounds, 0.66% hits; AlphaScreen His-ARNT PAS-B/GST-TACC3 binding, luminescence; TACC3 fragment carries E629A point mutation; AID 623870, 2012;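 active = mean inhibition of replicates at least 50% and at least half of replicates each reaching 50%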;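 note: 0% = complete ARNT plus TACC3 wells and 100% = ARNT alone without TACC3; many hits fall short of the cut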
C2C12 statin = suppressors of statin myotoxicity in C2C12 myotubes, primary screen, cell-based, single point, plate reader; C2C12 myotubes + simvastatin, ATP luminescence, 48 h; scaled: DMSO 0, geranylgeraniol control 100; rescue of ATP level, % at 7.49 µM; 330,000 compounds, 0.78% hits; AID 602340, 2012;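 active = mean ATP rescue above about 67%, or every replicate alone reaching that limit, limit read from the data, passing the limit was not always enough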;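 note: myotubes were challenged with 10 µM simvastatin during compound exposure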
INS-1E GSIS act = GLuc luminescence reporter in INS-1E cells, primary screen for activators of glucose-dependent secretion of insulin; 370,000 compounds, 0.61% hits; AID 743287, 2014; activation, % at 16.6 µM; INS-1E GLuc reporter insulin secretion, 2-3 h;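 active = lowest replicate activation of at least 40%, so every replicate reaches that level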;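 note: 0% = median of neutral control wells and 100% = median of IBMX positive control wells; some compounds called inactive have numbers as strong as hits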
PglD inh = C. jejuni PglD acetyltransferase inhibitors, primary screen, biochemical, DTNB colorimetric, single point. UDP-N-acetylbacillosamine N-acetyltransferase PglD (Campylobacter jejuni). inhibition, % at 12.5 µM. purified PglD enzyme, DTNB colorimetric CoA detection. AID 602405, 2012. 360,000 compounds, 0.098% hits; in the data active = inhibition above about 16%, passing the limit was not always enough; note: strong numbers were not always called active
PAX8 reporter = inhibitors of PAX8-driven TPO luciferase reporter, primary screen, RMG-I cells, single concentration. inhibition, % at 12.6 µM. 360,000 compounds, 1.2% hits. SteadyGlo, 24 h;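 active = mean replicate inhibition at least 60% with every replicate also reaching 60%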;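 note: luciferase light reporting Pax8 driven TPO promoter activity; plate controls were median of neutral control wells for no effect and mitoxantrone controls for full effect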
Cneo AK release = Cryptococcus neoformans cell lysis inducers, primary screen, AK release luminescence, single concentration; C. neoformans lysis, adenylate kinase release luminescence, 4 h; normalised: neutral wells 0, clomiphene wells 100; lysis activity, % at 15 µM; 360,000 compounds, 0.2% hits;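 active = mean lysis activity across replicates of at least 80%, whatever share of replicates individually reach that level; inactive = mean lysis activity below 80%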
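Material – log-phase Cryptococcus neoformans yeast cells · Input – 5 × 10^6 yeast cells/mL · Medium – fresh YPD growth medium · Doses – single compound concentration per well · Timing – static 4 h at 37 °C with compound, 1 h detection · Detection – adenylate kinase release luminescence · Read-out – signal increase indicating cell lysis · Control set – Clomiphene as positive lysis control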
Numbers without * were called inactive; x = no result given.

SMILES | LGR2 inh | PGC1a acetyl inh | ARNT-TACC3 inh | C2C12 statin | INS-1E GSIS act | PglD inh | PAX8 reporter | Cneo AK release
COc1ccc(NC(=O)Nc2ccc3c(c2)C(=O)N([C@@H](C)CO)C[C@H](C)[C@@H](CN(C)C(=O)NC(C)C)O3)cc1 | 0.6 | -3.6 | -6.8 | 6.8 | -2.2 | 0.8 | -13.8 | 1.3
O=S1(=O)N[C@@H](Cc2ccccc2)COc2cc(Br)ccc21 | -10.0 | -1.0 | -3.7 | 0.3 | -8.9 | -3.8 | 3.2 | 4.4
COc1ccc(-c2cc(C(=O)Nc3ccccc3O)c3ccccc3n2)cc1 | -16.6 | -10.8 | 1.9 | 14.3 | 1.4 | 5.3 | 7.8 | -4.7
COc1ccccc1NC(=O)C1CCCN(S(=O)(=O)c2c(C)noc2C)C1 (stereo not drawn) | 3.5 | x | -0.5 | -6.2 | -8.8 | 2.0 | -9.7 | -0.7
Cc1cc(OC(F)F)ccc1NC(=S)NCCc1ccccc1 | 7.5 | x | 5.0 | 4.5 | -25.3 | 0.3 | 5.8 | 13.8
COc1cccc(OC(=O)c2cc3ccccc3oc2=O)c1 | -4.8 | -0.2 | x | 5.4 | -41.9 | 8.8 | -9.0 | -0.3
C[C@H]1CN([C@@H](C)CO)S(=O)(=O)c2ccc(C#Cc3cccc(F)c3)cc2O[C@@H]1CN(C)C(=O)CN1CCOCC1 | 9.4 | 1.1 | 5.0 | 4.5 | -4.5 | 0.5 | x | -1.2
Cc1cc(C(=O)NNC(=O)C(CCC(N)=O)NS(=O)(=O)c2ccc(Cl)cc2)c(C)o1 (stereo not drawn) | -13.2 | -5.5 | 12.6 | -11.4 | 16.2 | 2.2 | 49.4 | 2.3
CN(CC(=O)Nc1ccc(F)cc1)C(=O)COc1ccc(C(=O)c2ccccc2)cc1 | -13.4 | x | 4.0 | x | -11.9 | x | 22.7 | x
Cc1ccc(S(=O)(=O)N(C)C[C@H]2OCCCC[C@@H](C)Oc3ccc(NC(=O)Cc4ccccc4)cc3C(=O)N([C@@H](C)CO)C[C@H]2C)cc1 | 12.0 | -3.9 | -2.2 | x | -10.3 | -5.1 | -10.6 | 11.3
NC(=O)c1ccc(NS(=O)(=O)c2ccc3ccccc3c2)cc1 | -8.5 | x | 0.7 | -1.4 | 18.3 | -4.9 | 5.2 | 0.4
CCCN(C)C[C@@H]1Oc2ncc(-c3cccc(C#N)c3)cc2C(=O)N([C@H](C)CO)C[C@H]1C | -10.1 | -2.6 | -3.9 | 5.5 | 3.6 | 0.1 | x | -6.8
COc1nc(Nc2ccc(OC)c(Cl)c2)nc(OC)n1 | -7.1 | -19.5 | -2.3 | x | 26.6 | 4.2 | x | 1.2
CCOC(=O)c1cc(Sc2ccccc2N)cc(C(=O)OCC)n1 | 4.0 | x | -14.9 | x | -5.5 | x | 19.2 | x
Cn1ncc(Br)c1C(=O)Nc1ccc(F)cc1F | x | -1.9 | -5.6 | -15.0 | x | 2.7 | 3.5 | 0.5
CC(C)NC(=O)c1ccc2c(=O)n(CC3CCCO3)c(=S)[nH]c2c1 (stereo not drawn) | 1.0 | -2.2 | -1.4 | 1.3 | 19.7 | x | 14.8 | x
C/C(=N\NC(=O)c1nnn(-c2nonc2N)c1CSc1ccccc1)c1cccnc1 | 7.6 | 14.1 | 4.3 | 2.5 | 15.8 | 0.4 | -10.2 | 1.5
CCn1c(C)c(C(C)=O)c(SC)nc1=S | x | -10.4 | -2.0 | -8.9 | x | -4.3 | x | -0.3
O=C(C1CCCC1)N1CCN(S(=O)(=O)c2ccc(F)c(F)c2F)CC1 | 8.6 | x | -2.5 | -1.0 | 3.3 | -2.5 | -2.8 | -1.4
CCN1CCN(C(=O)c2ccc(Cn3c(=O)[nH]c4cc(OC)c(OC)cc4c3=O)cc2)CC1 | x | -15.7 | 6.2 | 20.4 | x | 0.6 | -10.8 | 0.3
COC(=O)C[C@@H]1CC[C@@H]2[C@@H](COc3ccc(NC(=O)c4cccs4)cc3C(=O)N2C)O1 | 9.0 | -1.8 | -3.6 | 18.8 | 0.0 | -0.6 | -6.6 | -0.8
Cc1ccc(S(=O)(=O)c2ccc(NN)cc2)cc1 | 6.8 | -3.9 | -4.4 | 15.4 | 7.2 | -0.6 | -2.9 | 10.4
CCC(=O)N1[C@@H]2Cn3c(ccc(-c4ccccc4)c3=O)[C@H]1[C@@H](C(=O)N1CCCCC1)[C@@H]2CO | -3.3 | x | -3.4 | 8.4 | 13.2 | 2.2 | -5.2 | 5.5
COc1ccc(/C(C)=N/NC(=O)CCC(=O)Nc2ccc(Cl)cc2Cl)c(OC)c1 | -2.1 | x | -7.5 | x | -5.9 | x | 5.9 | x
CCN1CCCC1CNC(=O)c1[nH]c2ccc(OC)cc2c1C (stereo not drawn) | 9.7 | 0.5 | 8.6 | -7.2 | 4.7 | 3.1 | -18.0 | -3.4
SMILES | LGR2 inh | PGC1a acetyl inh | ARNT-TACC3 inh | C2C12 statin | INS-1E GSIS act | PglD inh | PAX8 reporter | Cneo AK release
COc1ccc(Cl)cc1CC=NNC(=O)c1cccc(C)c1O | -4.0 | x | 1.8 | x | 0.7 | x | 48.6 | x
Cc1ccc(Sc2c(CO)c(-c3ccccc3)nn2C)cc1 | 9.3 | -10.0 | -1.1 | x | -14.7 | x | 66.0* | x
CCCC(C)C(=O)Nc1ccc(S(=O)(=O)Nc2nccs2)cc1 (stereo not drawn) | 10.8 | 3.9 | 0.9 | 6.8 | 26.5 | -4.7 | -1.3 | -9.9
CSCCCNC(=S)N1CCN(c2ccc(C(C)=O)cc2)CC1 | -3.2 | -22.1 | -10.2 | 3.2 | -28.0 | 7.9 | 6.4 | -0.6
Cc1ccc([C@H]2C[C@@H](O)[C@H](n3cc(-c4ccc(F)cc4)nn3)CN2C(=O)c2cccs2)cc1 | 2.2 | -33.4 | x | 3.8 | -20.0 | 3.0 | -1.1 | 1.0
O=S(=O)(c1ccccc1)N1CCCCN2[C@H](C1)[C@H](c1ccc(C#CC3CCCC3)cc1)[C@@H]2CO | 12.2 | 3.1 | 3.7 | 10.3 | 3.3 | -1.3 | 9.3 | 3.7
C[C@H]1CN([C@@H](C)CO)C(=O)Cc2cc(NC(=O)Nc3cccc4ccccc34)ccc2O[C@H]1CN(C)Cc1ccc(C(=O)Nc2ccccc2N)cc1 | 12.7 | -9.1 | x | x | -39.0 | x | 43.6 | x
Cc1[nH]c2ccccc2c1Cc1nnc(SCC(=O)NCc2ccco2)o1 | -8.7 | x | 5.8 | 4.4 | 6.0 | -0.5 | -1.0 | 1.5
CC(C)=C(NC(=O)c1ccccc1)C(N)=O | 2.0 | -2.7 | 0.3 | 9.4 | 10.0 | -6.6 | 19.7 | 2.6
O=C(NC(=S)Nc1ccc(N2CCCC2)cc1)c1ccc(F)cc1 | 6.1 | x | x | -13.6 | -0.2 | 1.5 | -9.0 | -0.8
S=C(Nc1ccc2nccnc2c1)N1CCOCC1 | -19.1 | 4.6 | 45.7* | 1.6 | -4.0 | -2.2 | -64.4 | -4.7
CCCN(C)C[C@H]1Oc2ncc(C#CCC(C)C)cc2C(=O)N([C@H](C)CO)C[C@@H]1C | 6.0 | -23.3 | 27.8 | 23.8 | -19.4 | 2.0 | -2.9 | 57.1
C[C@@H]1CN([C@H](C)CO)C(=O)c2cc(NC(=O)Nc3ccc(C(F)(F)F)cc3)ccc2O[C@@H](C)CCCCO[C@@H]1CN(C)Cc1ccc(C(F)(F)F)cc1 | 12.7 | -8.8 | -14.6 | x | -3.2 | 0.3 | -27.4 | 2.8
CCN(CC)S(=O)(=O)c1cc(NC(=O)c2n[nH]c(=O)c3ccccc23)ccc1C | -19.0 | -5.1 | 1.2 | -13.4 | 22.4 | -0.4 | -9.8 | 0.1
O=C(CNS(=O)(=O)c1ccc(Cl)cc1)N1CCN(c2ccc(F)cc2)CC1 | 6.9 | -0.8 | 4.5 | -0.6 | -4.3 | -0.1 | 24.4 | 0.0
CCCC(c1nnnn1C(C)(C)C)N1CCN(Cc2ccccc2)CC1 (stereo not drawn) | -2.7 | 28.4 | -0.3 | -1.9 | -9.8 | -4.2 | -6.5 | 0.3
CC(=O)c1c[nH]c(C(=O)NC2CCCCCC2)c1 | 12.3 | -1.2 | -0.2 | x | 17.5 | 0.5 | x | 0.3
CCN(CC(=O)Nc1c(F)cccc1F)C(=O)c1cnc(C)cn1 | -14.3 | x | 2.8 | 1.6 | -8.1 | -6.7 | -10.4 | 3.7
O=C(Oc1ccc(N2C(=O)C3C4CCC(C4)C3C2=O)cc1)c1ccco1 (stereo not drawn) | -3.8 | -1.4 | 1.7 | 0.3 | 3.6 | -3.0 | -10.8 | 2.8
O=C(O)C1C2C=CC(C3CC23)C1C(=O)N1CCc2ccccc21 (stereo not drawn) | 6.2 | 8.9 | 27.2 | 23.0 | -16.6 | 4.9 | x | -4.3
COCC(=O)NC[C@H]1N[C@H](CO)[C@@H]1c1ccc(-c2ccccc2F)cc1 | -22.5 | -8.1 | 2.3 | -17.3 | -5.7 | 2.5 | -22.3 | 2.6
O=C(C1CCCO1)N(c1cccc(Cl)c1)C1C=CS(=O)(=O)C1 (stereo not drawn) | -12.6 | x | 11.3 | 0.3 | 6.8 | x | x | x
COc1ccc(C#Cc2ccc3c(c2)[C@H]2[C@H](CCN2C(=O)C2CCCCC2)[C@H](CO)N3)cc1 | 1.5 | -2.7 | 14.2 | 21.4 | 30.5 | 5.3 | -3.5 | -0.3
CCCNC(=O)C1(C)CCCN(C(=O)c2cccc(C#N)c2)C1 (stereo not drawn) | 6.0 | 14.4 | x | 8.1 | x | 1.0 | -4.6 | 0.0
CCCN(CCC)C(C(=O)Nc1cccc(OC)c1)c1ccccc1 (stereo not drawn) | x | -19.8 | 5.1 | -4.9 | x | 5.5 | x | 2.3
CC(=O)N1CCN(C(=O)c2ccccc2NS(=O)(=O)c2ccc(F)cc2)CC1 | -14.5 | 3.0 | x | -0.7 | 8.0 | x | -5.2 | x

Record cards, as listed above. Values in the order: LGR2 inh | PGC1a acetyl inh | ARNT-TACC3 inh | C2C12 statin | INS-1E GSIS act | PglD inh | PAX8 reporter | Cneo AK release
O=C(Oc1ccc(N2C(=O)C3C4CCC(C4)C3C2=O)cc1)c1ccco1 (stereo not drawn) in the list: -3.8 | -1.4 | 1.7 | 0.3 | 3.6 | -3.0 | -10.8 | 2.8
CCCN(CCC)C(C(=O)Nc1cccc(OC)c1)c1ccccc1 (stereo not drawn) in the list: x | -19.8 | 5.1 | -4.9 | x | 5.5 | x | 2.3
CCN(CC(=O)Nc1c(F)cccc1F)C(=O)c1cnc(C)cn1 in the list: -14.3 | x | 2.8 | 1.6 | -8.1 | -6.7 | -10.4 | 3.7
COc1ccccc1NC(=O)C1CCCN(S(=O)(=O)c2c(C)noc2C)C1 (stereo not drawn) in the list: 3.5 | x | -0.5 | -6.2 | -8.8 | 2.0 | -9.7 | -0.7
Cc1cc(C(=O)NNC(=O)C(CCC(N)=O)NS(=O)(=O)c2ccc(Cl)cc2)c(C)o1 (stereo not drawn) in the list: -13.2 | -5.5 | 12.6 | -11.4 | 16.2 | 2.2 | 49.4 | 2.3
